HBB splicing: modulators of hemoglobin beta chain splicing. AID 925. HBB splicing reporter cell assay, activation; EGFP reporter with mutant IVS2-654 intron; response scale: normalised to 500 nM splice-correcting PNA. Potency, µM (titrated, usually from 46.1 µM), inactives show at the highest dose activation, most hits filed as activators. 0.06% of 65,000 active; also: potency is read from the fitted curve at half-maximal effect; 0% is about no effect
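HeLa cells stably expressing EGFP interrupted by mutant beta-globin intron 2 (IVS2-654), 500/well in 2% FCS. Treated with compound for 2 days at 37C. Splicing correction scored as total well GFP intensity (488 nm excitation, 500-520 nm emission); 500 nM antisense PNA served as control.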
ALOX15 inhib: inhibitors of human 15-lipoxygenase (ALOX15). Potency, µM (series often up to 57.1 µM), for the others: top-dose activity change, negative = inhibition, most hits filed as inhibitors. 1.4% of 74,000 active. purified 15hLO-1, xylenol orange hydroperoxide absorbance; also: potency is read from the fitted curve at half-maximal effect; % is scaled to controls: 0 for no effect and ±100 for the full control effect; nearly all actives have a fitted effect of over 55% in size
Target sequence (P16050 whole entry, looked up): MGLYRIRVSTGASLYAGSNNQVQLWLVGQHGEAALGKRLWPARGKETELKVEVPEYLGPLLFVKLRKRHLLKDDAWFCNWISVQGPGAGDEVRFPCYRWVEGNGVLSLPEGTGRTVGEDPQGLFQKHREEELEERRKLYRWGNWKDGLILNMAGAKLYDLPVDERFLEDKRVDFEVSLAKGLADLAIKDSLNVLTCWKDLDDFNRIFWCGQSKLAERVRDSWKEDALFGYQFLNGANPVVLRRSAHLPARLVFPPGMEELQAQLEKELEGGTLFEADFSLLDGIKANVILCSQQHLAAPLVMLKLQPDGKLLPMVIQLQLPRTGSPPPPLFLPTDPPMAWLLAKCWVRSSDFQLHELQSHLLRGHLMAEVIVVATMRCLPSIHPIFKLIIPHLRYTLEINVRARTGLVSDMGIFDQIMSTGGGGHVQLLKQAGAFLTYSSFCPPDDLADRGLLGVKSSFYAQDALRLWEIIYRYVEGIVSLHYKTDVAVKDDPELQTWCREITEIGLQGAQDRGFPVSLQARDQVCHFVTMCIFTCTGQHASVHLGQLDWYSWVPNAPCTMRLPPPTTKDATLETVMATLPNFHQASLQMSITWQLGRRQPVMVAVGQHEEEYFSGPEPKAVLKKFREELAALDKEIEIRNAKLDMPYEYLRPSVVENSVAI
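Quantitative HTS in 25 mM Hepes pH 7.5 containing 0.01% Triton X-100: human 15hLO-1 at 40 nM, arachidonic acid at 50 uM, 6 min turnover. Product quantified via ferrous oxidation/xylenol orange, 573:405 nm absorbance ratio.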
CRE-bla Fsk: modulators of forskolin-stimulated CRE signaling in CHO cells; CHO CRE-bla reporter (cAMP response element driving beta-lactamase), forskolin EC10, beta-lactamase ratio; Potency, µM (doses to about 38.2 µM), for the others: top-dose activity change, negative = inhibition, hits mostly activators; 2.5% of 71,000 active; AID 662; active = well fitted activation curve with a large enough effect in the signal ratio, with a control signal flat, not every such curve was filed as active; inconclusive = small, poorly fitted or top-dose-only effect, or effect the other way, or a change in a side signal; the % refers to the signal ratio; also: potency is read from the fitted curve at half-maximal effect; % of control where 0% means no effect
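qHTS titration format; CRE-bla CHO reporter; stimulus EC10 NKH 477, a water-soluble forskolin. Read: CCF4 460/530 nm ratio. Potency expressed as AC50 for activators or inhibitors.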
Hsp90 Hop PPI: changes Hsp90-Hop TPR2A binding signal, up or down. AlphaScreen TPR2A-His6 binding biotin-Hsp90 C-terminal peptide. 0.44% of 71,000 active. Potency, µM (series often up to 57 µM), without a hit: top-dose activity change, negative = inhibition; active = well fitted curve in either direction with a large enough effect; inconclusive = small, poorly fitted or top-dose-only effect, or another doubt; also: potency is read from the fitted curve at half-maximal effect; % is scaled to controls: 0 for no effect and ±100 for the full control effect; many of its hits are not listed in these tables
BRCT PPI red: disrupts BRCA1 BRCT binding to phosphoprotein, red fluorophore readout. P38398. BRCT-phosphopeptide binding, red fluorescence polarization. Potency, µM (top dose mostly 76.9 µM), for inactives: at the highest dose activity change, negative = inhibition, hits mostly inhibitors. 0.03% of 75,000 active. AID 892; also: % is scaled to controls: 0 for no effect and ±100 for the full control effect
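Rhodamine-labelled pBACH1 10-mer (100 nM) bound to BRCT domain (100 nM) at pH 7.3; compounds incubated 12 min room temperature, polarization read. Free peptide defines full inhibition; unlabelled decapeptide titrated as control.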
Pol III holo inh: blocks replication by bacterial DNA polymerase III holoenzyme | AID 603 | 0.25% of 71,000 active | Potency, µM (series often up to 57.1 µM), without a hit: at the top dose activity change, negative = inhibition | reconstituted DNA polymerase III holoenzyme replication, biochemical; also: potency is read from the fitted curve at half-maximal effect; % is scaled to controls: 0 for no effect and ±100 for the full control effect
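Reconstituted *E. coli* holoenzyme (0.35 nM Pol III, 1 nM beta, 154 nM SSB, 2 nM primase) was preincubated with compound for 15 min at RT. Synthesis on 1.4 nM ssM13Gori ran 35 min, then was stopped with PicoGreen/EDTA and read as dsDNA fluorescence.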
BRCT PPI green: blocks human BRCA1 BRCT binding to phosphopeptide, green readout; 0.05% of 75,000 active; Potency, µM (doses to about 76.9 µM), for the others: at the highest dose activity change, negative = inhibition, actives largely listed as inhibitors; AID 875; P38398; BRCA1 BRCT-phosphopeptide binding, green fluorescence polarization;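 also: potency is read from the fitted curve at half-maximal effect; plate controls were peptide without protein for full effect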
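Compounds were incubated for 12 min at room temperature with a complex of 100 nM fluorescein-tagged pBACH1 decapeptide and 250 nM His-tagged BRCT protein. Buffer was phosphate pH 7.3 with EDTA, DTT and Tween 20. Disruption of binding lowers the polarization signal.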
GFP derepression: epigenetic GFP locus derepression in mouse cells. mouse C127i GFP locus derepression, cytometry, 30 h. Potency, µM (series often up to 46.1 µM), without a hit: top-dose GFP derepression (activation). 0.09% of 68,000 active. AID 597; also: % of control where 0% means no effect
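Read-out is the number of GFP-positive cells, scored as fluorescent objects 20 to 120 um wide, reflecting derepression of a silenced CMV-GFP reporter in murine C127i cells after 30 h compound exposure at 37 C.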
USP2a inh: inhibitors of human ubiquitin-specific protease USP2a; O75604; 0.1% of 60,000 active; USP2a enzymatic assay, qHTS inhibition; Potency, µM (series often up to 38.3 µM), for inactives: at the top dose activity change, negative = inhibition, hits mostly inhibitors; AID 927;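 also: potency is read from the fitted curve at half-maximal effect; nearly all actives have a fitted effect of over 60% in size; plate controls were DMSO for no effect and NEM full inhibition control for full effect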
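USP2 core (20 nM final) was preincubated with compound for 30 min at RT in 20 mM Tris-HCl pH 8.0, 2 mM CaCl2, 2 mM beta-mercaptoethanol; Ub-PLA2 (20 nM) plus NBD C6-HPC (20 uM) then added, fluorescence read after 2.5 h.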
HADH2 inhib: blocks human hydroxyacyl-CoA dehydrogenase type II. Q99714. Potency, µM (doses to about 57.1 µM), for inactives: at the top dose activity change, negative = inhibition, actives largely listed as inhibitors. recombinant HADH2, NADH fluorescence, beta-hydroxybutyryl-CoA. 3.4% of 73,000 active; also: potency is read from the fitted curve at half-maximal effect; % is scaled to controls: 0 for no effect and ±100 for the full control effect; nearly all actives have a fitted effect of over 60% in size; many of its hits are not listed in these tables
Target sequence (Q99714 whole entry, looked up, one chain of several): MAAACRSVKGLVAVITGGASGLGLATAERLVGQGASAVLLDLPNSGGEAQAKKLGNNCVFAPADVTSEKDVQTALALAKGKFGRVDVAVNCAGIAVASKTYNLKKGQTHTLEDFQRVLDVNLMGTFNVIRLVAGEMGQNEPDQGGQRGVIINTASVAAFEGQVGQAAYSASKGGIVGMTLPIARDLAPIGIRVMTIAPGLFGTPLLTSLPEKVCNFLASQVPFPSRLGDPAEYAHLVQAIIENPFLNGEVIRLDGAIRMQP
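His-tagged recombinant enzyme from E. coli, 20 nM, preincubated 15 min RT with compound; reaction started with 1 mM NAD+ and 90 uM beta-hydroxybutyryl-CoA in 100 mM Tris-HCl pH 9.0. NADH fluorescence (ex 360/em 450) read over 4 min; last-minus-first difference.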
Ub-GFP proteasome: ubiquitin-GFP accumulation via proteasome inhibition | AID 526 | Ubiquitin-GFP reporter cells, proteasome inhibition, GFP fluorescence; response scale: untreated = 0%, 10 µM MG-132 = 100% | 67,000 tested, under 10 active | Potency, µM (doses to about 45.9 µM), without a hit: at the highest dose activation (GFP accumulation), usual class: activators; active = well fitted activation curve with a large enough effect, not every such curve was filed as active; inconclusive = small, poorly fitted or top-dose-only effect, or another doubt; inactive = no such curve, though single readings can be large or run the other way; also: potency is read from the fitted curve at half-maximal effect
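GFP accumulation read-out: laser plate cytometry counting ubiquitin(G76V)-GFP-expressing U2OS cells after 4 hr compound exposure at 37 °C. Titrations spanned 46 uM to 2.9 nM; 0% = basal, 100% = 10 uM MG-132; concentration-response curves fitted.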
* marks the source's active call; other numbers are inactive results; u = inconclusive; x = not tested or not shown; [ ] = remark or other dose. Unless noted, calls follow the shape of the dose curve; as a rule, active = well fitted curve in the direction sought with a large enough effect; inconclusive = small, poorly fitted or top-dose-only effect, or another doubt; inactive = no such curve, though single readings can be large; an effect the other way counts as inactive or inconclusive. An excerpt; count on the stated rates, not on these rows.

Molecule	HBB splicing	ALOX15 inhib	CRE-bla Fsk	Hsp90 Hop PPI	BRCT PPI red	Pol III holo inh	BRCT PPI green	GFP derepression	USP2a inh	HADH2 inhib	Ub-GFP proteasome
Cc1nnc(OCc2nc3ccccc3n2C)c2ccccc12	0.5%[9.22 µM]	-5%	2.5µM*	-3%	1.0%	-7%	2.3%	-3%	10%	-1%	-4%
CCC(C)(C)n1nnnc1C(c1ccc(N(C)C)cc1)N1CCN(C2CCCCC2)CC1 (configuration not stated)	x	8%	0%	-1%	-0.4%	-3%	-4.8%	2%	2%	3%	-7%
CCOC(=O)c1cc2c(=O)n3ccccc3nc2n(CCCOC)c1=NC(=O)c1cccnc1	1.2%	-3%	u	1%	0.7%	0%	-2.3%	-3%	10%	32µM*	4%
CCOC(=O)C1=C(C)NC(=O)NC1c1ccc(NC(C)=O)cc1 (configuration not stated)	-3.9%	-3%	-3%	0%	0.2%	-8%	-1.6%	-3%	-4%	-5%	-2%
O=C(c1ccncc1)N1CCC2(CC1)CN(c1cccc(-c3ccccc3)c1)C2	2.3%	-4%	4%	u	-2.8%	0%	-2.0%	2%[9.22 µM]	137%[activator]	-23%	-1%
COc1ccc(Cc2nnc(NS(=O)(=O)Cc3ccccc3)s2)cc1	-1.2%	0%	-15%	0%	-0.4%	-7%	-1.5%	1%	0%	-23%	0%
O=C(NC(=O)N1CCN(c2ccccc2F)CC1)c1ccccc1	-3.9%	-5%	-20%	-2%	-1.9%	4%	-1.0%	3%	-7%	2%	2%
COc1ccc(C2Sc3nncn3N2Cc2ccc(C#N)cc2)cc1 (configuration not stated)	0.2%	15%	-3%	-4%	0.0%	-2%	-2.3%	2%	6%	7%	3%
CC(=O)Nc1c(O)nc(SCC(=O)Nc2nnc(CC(C)C)s2)[nH]c1=O	3.5%	2%	-2%	-13%	-0.8%	-5%	-0.3%	0%	3%	-9%	-6%
CCOc1ccccc1N	0.2%	-2%	-9%	-2%	0.2%	-5%	0.5%	x	x	4%	x
Cc1cc(S(=O)(=O)NCC(=O)O)ccc1F	0.5%	9%	0%	-7%	-1.4%	-6%	-0.8%	0%	-15%	0%	0%
O=C(Nc1ccc(F)c(F)c1)c1ccc2c(c1)OCO2	0.6%[9.22 µM]	-21%	0%	2%	1.5%	-4%	-1.0%	2%	-3%	-1%	22%
COc1cccc(-n2nnc3c(=O)n(Cc4ccccc4F)cnc32)c1	1.2%[1.84 µM]	-10%	13µM*	3%	-1.6%	3%	1.8%	0%	7%	15%	6%
O=C(c1cnccn1)N1CCC[C@@]2(CCN(c3ccccc3)C2)C1	1.3%	-4%	-4%	-3%	0.6%	-8%	-0.8%	2%[9.22 µM]	37%[activator]	9%	7%
COc1ccc(CCNC(=O)C2CCN(S(=O)(=O)N3CCOCC3)CC2)cc1OC	-0.6%	0%	u	4%	-0.7%	0%	-2.2%	0%	7%	-6%	-4%
O=C(c1ccncc1)N1CCC[C@@]2(CCN(c3ncccn3)C2)C1	-0.6%	0%	4%	0%	-1.6%	-9%	-1.0%	-2%[9.22 µM]	6%	-6%	-1%
O=C(O)Cn1nc2ccccc2n1	1.9%[57.5 µM]	2%	0%	-1%	0.4%	-4%	-1.6%	1%	-3%	8%	1%
CCOC(=O)C1=C(C)N=c2s/c(=C\C(=O)OC)c(=O)n2C1c1ccc(OC)cc1 (configuration not stated)	0.2%[9.22 µM]	-5%	u	-2%	0.2%	1%	-0.8%	2%	1%	-6%	-7%
Cc1cccc(CNc2ncnc3ccc(-c4ccoc4)cc23)c1	2.9%	-1%	u	-3%	1.9%	-1%	6.8%	-3%[9.22 µM]	44%[activator]	-10%	1%
COc1ccc(C2C(C#N)=C(N)OC(C(C)(C)C)=C2C#N)cc1OC (configuration not stated)	5.2%[0.369 µM]	u	u	-2%	0.5%	-11%	0.7%	-2%	-7%	-22%	x
COc1ccc2[nH]c(O)c(NC(C)=O)c2c1	-1.6%	-9%	0.4µM*	-4%	-0.9%	-8%	-0.7%	9%	35%[activator]	u	2%
O=C1OCCC1N1C(=O)c2ccccc2S1(=O)=O (configuration not stated)	0.8%	3%	-6%	-7%	1.1%	-1%	-1.7%	4%	7%	-3%	3%
Cc1ccc(CCNC(=O)c2coc3nc4ccccc4nc23)cc1	-2.7%	-6%	u	1%	1.4%	6%	4.9%	-3%	22%	u	-3%
Cc1cc(C)n2c(SCC#N)nnc2n1	-0.3%	2%	20%	-2%	0.4%	-9%	-1.5%	0%	x	-5%	-6%
O=c1cc(CSc2nnc(COc3ccc(Cl)cc3)o2)c2ccccc2[nH]1	-0.2%[57.5 µM]	-19%	u	2%	-1.0%	2%	-4.6%	0%	20%	-3%	12%
CSc1nc(NCc2ccco2)c2c3c(sc2n1)CN(C)CC3	-1.9%	-15%	5%	0%	-0.9%	-5%	-1.4%	3%	4%	9%	-2%
CC(C)(C)c1cnnn1-c1ccc(NC(=O)c2ccc3c(c2)OCO3)cc1	-3.2%[0.369 µM]	-9%	u	-8%	-1.7%	-10%	0.0%	6%	29%	-5%	1%
CCN(CC)C(=O)N1CCC(NC(=O)c2ccccc2)CC1	-2.4%	-2%	4%	-6%	-0.2%	-4%	-1.2%	4%	-7%	3%	-3%
COc1ccc(C(NC(N)=O)c2ccccc2)cc1 (configuration not stated)	0.4%[9.22 µM]	-11%	-3%	u	1.4%	-1%	-1.8%	-2%	7%	10%	-4%
COc1ccccc1OCCn1c(C(C)O)nc2ccccc21 (configuration not stated)	x	11%	3%	-4%	0.1%	-2%	0.1%	0%	-7%	2%	-7%
COC(=O)c1ccc(N2CCN(C)CC2)c(NC(=O)COc2ccc(OC)cc2)c1	-1.2%	3%	12%	-4%	-0.4%	-11%	1.7%	0%	20%	4%	-3%

A run of entries from the list above, as a working copy:
Molecule	HBB splicing	ALOX15 inhib	CRE-bla Fsk	Hsp90 Hop PPI	BRCT PPI red	Pol III holo inh	BRCT PPI green	GFP derepression	USP2a inh	HADH2 inhib	Ub-GFP proteasome
O=C(Nc1ccc(F)c(F)c1)c1ccc2c(c1)OCO2	0.6%[9.22 µM]	-21%	0%	2%	1.5%	-4%	-1.0%	2%	-3%	-1%	22%
COc1cccc(-n2nnc3c(=O)n(Cc4ccccc4F)cnc32)c1	1.2%[1.84 µM]	-10%	13µM*	3%	-1.6%	3%	1.8%	0%	7%	15%	6%
O=C(c1cnccn1)N1CCC[C@@]2(CCN(c3ccccc3)C2)C1	1.3%	-4%	-4%	-3%	0.6%	-8%	-0.8%	2%[9.22 µM]	37%[activator]	9%	7%
COc1ccc(CCNC(=O)C2CCN(S(=O)(=O)N3CCOCC3)CC2)cc1OC	-0.6%	0%	u	4%	-0.7%	0%	-2.2%	0%	7%	-6%	-4%
O=C(c1ccncc1)N1CCC[C@@]2(CCN(c3ncccn3)C2)C1	-0.6%	0%	4%	0%	-1.6%	-9%	-1.0%	-2%[9.22 µM]	6%	-6%	-1%
O=C(O)Cn1nc2ccccc2n1	1.9%[57.5 µM]	2%	0%	-1%	0.4%	-4%	-1.6%	1%	-3%	8%	1%
CCOC(=O)C1=C(C)N=c2s/c(=C\C(=O)OC)c(=O)n2C1c1ccc(OC)cc1 (configuration not stated)	0.2%[9.22 µM]	-5%	u	-2%	0.2%	1%	-0.8%	2%	1%	-6%	-7%
